Assay outcomes deposited in PubChem BioAssay by several laboratories.
TNAP activation fold = stimulation of alkaline phosphatase TNAP activity – biochemical, luminescent, no phosphate acceptor, uHTS, primary screen (AID 1001). one-dose activation fold at 20 µM; EC50 in µM for titrated hits. hit rate 0.03% among 200,000. purified TNAP, luminescent activation assay, no phosphate acceptor; higher activation fold means a stronger effect; in the data active = activation fold from about 3, or a potency from the dose series; inactive = the rest, 99 in 100 with activation fold below about 1.6; also: many of its hits are not listed in these tables
MT stabilizer = microtubule stabilization, imaging screen; HeLa tubulin immunostaining HCS, 24 h; share of cells brighter than vehicle mean+2SD; % tubulin-high responders, % at 10 µM; hit rate 0.83% among 200,000; AID 2205;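 active = plate Z-score above 3 for both tubulin-high and condensed-nucleus cell shares, with cell loss under 80%, at 10 µM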;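 also: anti alpha tubulin signal scored within the nucleus-defined area of each cell; some results filed as inactive read as strong as hits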
bCat nuc transl = alters nuclear translocation of beta-catenin in HeLa cells | immunofluorescence imaging | nuclear translocation activity, % at 5 µM | hit rate 0.3% among 190,000 | AID 1665;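 active = nuclear translocation activity above 50% at 5 µM, with a well cell count of 50 or more; inconclusive = wells under 50 cells across six images, flagged as toxic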;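 also: per-cell ratio of nuclear to cytoplasmic median beta-catenin stain intensity; plate controls were DMSO negative control for no effect and GSK-3 inhibitor IX positive control for full effect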
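Test system: human HeLa cell line; Doses: 5 µM primary, 0.02–20 µM confirmation; Incubation: 24 h compound exposure, 37°C; Detection: beta-catenin immunofluorescence imaging with DAPI; Read-out: beta-catenin nuclear/cytoplasmic ratio, % activation.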
T cell HTS = T cell immune modulators affecting CD8 T cell-vesicle binding | calls only at 7 µM | hit rate 0.068% among 330,000 | 2C CD8+ T cell-vesicle binding, flow cytometry; active compounds read low | AID 2052;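 active = response, share of CD8 T cells binding vesicles, and their 90th percentile fluorescence all below set limits, cut at about 80% in these data, passing the limit was not always enough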
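material = purified 2C TCR transgenic mouse naive CD8+ T cells | controls = Unloaded micro-vesicles (low), QL9 vesicles with 0.7% DMSO (high) | detection = cytometric PE anti-B7-1 and Alexa647 anti-CD8 signals after 1% paraformaldehyde fixation | incubation = binding step 1.5 h, 37 °C, antibody labelling 20 min, ice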
human PMI inhibition = MPI enzyme activity inhibition – biochemical, fluorescence intensity, coupled assay, primary screen (AID 1209); inhibition, % at 20 µM; hits with a dose series show IC50 in µM; purified PMI enzyme, coupled fluorescence intensity; higher % means a stronger effect; hit rate 0.42% among 190,000; in the data active = inhibition above about 50%;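 also: plate controls were DMSO vehicle for no effect and wells lacking substrate for full effect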
Myeloid diff MLP = compounds promoting myeloid differentiation. ER-HoxA9 myeloid progenitors, lysozyme-GFP differentiation, flow cytometry. calls only at 10 µM. hit rate 1% among 360,000;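 active = normalized GFP-positive differentiation at or above the plate's own cutoff, the solvent-only control mean plus 3 SD; inconclusive = no clear call, values can overlap the other calls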;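 also: cells exposed to compound for four days before flow analysis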
Dynein transport = blocks dynein driven cargo transport along microtubules; 3617.4 mouse cells, GR-EGFP nuclear translocation imaging; test concentration mostly 20 µM; stimulated with dexamethasone, 1 µM; active compounds read low; z-score, hits read low; hit rate 0.47% among 220,000;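 active = plate z-score of nuclear minus cytoplasmic receptor signal below a set negative limit, without overly bright fluorescence or cell loss, cut at about -3.5 in these data, passing the limit was not always enough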;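 also: z-score of nuclear minus cytoplasmic ring GR-EGFP intensity difference per well; some compounds called inactive have numbers as strong as hits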
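Medium: Induction medium lacking tetracycline, stripped serum | Probe or stimulus: 1.0 µM final dexamethasone stimulus | Schedule: 48 h induction, then 1 h compound, then 30 min agonist, 37 °C | Signal: Automated 10x imaging of fixed Hoechst-stained cells | Evaluation: Per-cell GR-EGFP intensity, nucleus versus surrounding cytoplasmic ring, well-averaged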
Ins promoter up = MIN6 insulin promoter up-regulation; z-score at 5 µM; MIN6 insulin promoter-GFP reporter, high-content imaging; active compounds read high; AID 1625; hit rate 0.3% among 190,000;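 active = z-score above 3 at 5 µM with at least 500 cells counted in the well; inconclusive = wells under 500 cells, flagged as cytotoxic or low count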
Hep lipid drop = hepatic lipid droplet formation modulation | AML12 mouse hepatocytes, oleate lipid droplets, BODIPY imaging | inhibition, % at 6.5 µM | hit rate 0.4% among 240,000 | AID 1656;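 active = lipid droplet intensity inhibited by at least 50%, with more than 500 cells counted; inconclusive = wells with under 300 cells, treated as cytotoxic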
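Assay system: AML12 mouse liver cells | Compound dosing: One dose, 6.5 µM compound | Read-out basis: Droplet intensity reduction, % inhibition | Measured by: Fluorescence imaging, 20x objective, two fields per well | Schedule: Overnight treatment with compound plus oleate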
Dynein transport cytoplasmic EGFP = recorded beside Dynein transport, whose call it bears; z-score; measured here: cytoplasmic GR-EGFP intensity; active compounds read high
Dynein transport nuclear GR-EGFP = second read-out of Dynein transport, no call of its own (marks repeat the call); z-score; measured here: nuclear GR-EGFP intensity;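 lower value marks the stronger effect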
Dynein transport cell count = recorded beside Dynein transport, whose call it bears; z-score; measured here: cell count per field
Ins promoter up cell count = recorded beside Ins promoter up, whose call it bears; cell count; measured here: cytotoxicity, nuclei count;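 total cells summed across four imaged fields per well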
Hep lipid drop cells 6.5 µM = also measured in Hep lipid drop; calls as there; cell count; measured here: cell count, cytotoxicity flag;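 cells counted across two imaged fields per well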
bCat nuc transl cell count 5 µM = recorded beside bCat nuc transl, whose call it bears; cell count; measured here: cell count, cytotoxicity flag
T cell HTS vesicle-bound % = further read-out of T cell HTS, marked with its call; double positive events, %; measured here: CD8+ vesicle-bound cell fraction;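 binding gate set so that unloaded-vesicle control wells show 10% double positive cells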
MT stabilizer Hoechst-high % = further read-out of MT stabilizer, marked with its call; % Hoechst-high responders; measured here: nuclear condensation Hoechst responders;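 share of cells brighter than vehicle mean plus two SD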
MT stabilizer cytotoxicity % = further read-out of MT stabilizer, marked with its call; toxicity, %; measured here: cytotoxicity by cell density;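 0% = mean cell density of plate MIN control wells and 100% = no cells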
Myeloid diff MLP GFP+ MAC1+ % = recorded beside Myeloid diff MLP, whose call it bears; GFP+ MAC1+ double positive, %; measured here: differentiation confirmed by MAC1 staining
Active calls of the source: *; i = inactive; ? = inconclusive; . = no result given. Compounds were not picked by outcome; any-hit rate near 3%.

SMILES	TNAP activation fold	MT stabilizer	MT stabilizer Hoechst-high %	MT stabilizer cytotoxicity %	bCat nuc transl	bCat nuc transl cell count 5 µM	T cell HTS	T cell HTS vesicle-bound %	human PMI inhibition	Myeloid diff MLP	Myeloid diff MLP GFP+ MAC1+ %	Dynein transport	Dynein transport cytoplasmic EGFP	Dynein transport nuclear GR-EGFP	Dynein transport cell count	Ins promoter up	Ins promoter up cell count	Hep lipid drop	Hep lipid drop cells 6.5 µM
COc1ccc(CNC(=O)c2ccc(-c3ccccc3)cc2)cc1OC	1.1	5.8	2.8	7.4	0.3	534	i	48	-1%	i	0.1	-0.51	-0.25	-0.51	0.5	0.05	1327	20	643
COc1ccc(-c2cc(C(F)(F)F)n3nc(C(=O)O)nc3n2)cc1	1.1	2.7	2.0	4.2	-6.5	1188	i	21	-1%	i	8.4	-0.54	-0.21	0.03	0.08	-0.15	1207	0	778
O=C(CCn1c(=O)c2ccccc2n(Cc2ccccc2)c1=O)NC1CCN(Cc2ccccc2)CC1	.	.	.	.	0.8	1283	i	43	.	i	0.4	-0.099	-0.81	-0.21	-0.2	0.02	1092	-1	723
CC1(C)Cc2c(C#N)c(N)sc(=S)c2CS1	1.1	5.8	1.7	11	-2.2	925	i	32	6%	i	1.3	-0.72	-0.1	-0.025	-0.88	-0.03	1659	.	.
CCOc1ccc(NC(=NCc2ccc3c(c2)OCO3)SC2CC(=O)N(c3ccccc3)C2=O)cc1 (stereo not drawn)	1	3.6	2.7	12	3.3	1228	i	34	-4%	i	1.1	0.71	-0.015	0.33	-0.36	0.07	1227	-2	755
O=C(Nc1ccccc1)c1ccc(C(=O)Nc2ccccc2)nc1	1.1	1.5	0.8	4.8	0.9	1469	i	44	6%	i	0.9	0.44	-0.34	-0.43	0.38	-0.4	1463	0	738
Nc1ncnc2nc(SCC(=O)N3CCN(c4ccccc4)CC3)[nH]c12	0.4	1.5	0.9	7.4	-4.2	1131	i	35	1%	i	2.6	-0.29	-0.24	0.083	0.25	1.3	970	1	789
COc1ccc(-c2nn(-c3ccccc3)cc2/C=C/C(=O)OCC(=O)Nc2ccc(C#N)cc2)cc1	1	4.0	4.0	4.8	.	.	i	48	12%	i	0.8	-0.0028	-0.32	-0.39	0.36	-0.68	971	-15	620
COc1ccc(C)cc1NC(=O)Nc1ccccc1	1.1	1.6	2.3	7.5	.	.	i	41	-2%	i	1.1	-0.78	-0.12	-0.56	0.52	0.42	876	9	831
CCCn1cc(SCC(=O)NCc2ccco2)c2ccccc21	1.2	2.4	1.4	6.6	-0.5	1055	i	34	15%	i	2.9	-0.32	-0.22	0.42	2.5	-0.12	1894	-39	622
COc1ccccc1N(C)S(=O)(=O)c1ccc(C(=O)OCC(=O)NCc2cccs2)cc1	.	.	.	.	0.3	1367	i	25	.	i	0.0	0.77	-0.24	0.85	-1.2	0.22	994	0	676
COc1ccc(Oc2cccc(Cl)c2CNC(=O)CCCC(=O)O)cc1	.	.	.	.	0.0	1031	i	49	.	i	0.6	-0.48	-0.25	-0.44	0.35	-0.74	1461	1	631
COc1cccc(NC(=O)CSc2ncc(S(=O)(=O)c3ccccc3)c(=O)[nH]2)c1	.	.	.	.	1.6	1317	i	24	.	i	0.9	-0.87	-0.25	-0.035	0.34	0.02	1109	17	789
CN(C)/C=C1/C(=O)Nc2ccccc21	1	3.0	2.1	5.7	-3.9	1145	i	22	2%	i	1.2	-0.43	-0.24	0.1	0.22	.	.	-6	708
CC(C)CCN1CCC(N)=NC1=O	1.1	3.0	1.3	8.8	-1.0	1042	.	.	-2%	i	0.5	0.48	-0.3	0.043	-0.42	0.17	1235	4	696
Cc1cccc(OCc2nc3c4c(ncn3n2)-c2ccccc2CC42CCCC2)c1	1.1	2.6	2.2	3.1	-1.8	1135	i	53	16%	i	0.5	-0.55	-0.26	-0.12	1.1	-2.4	713	-40	651
COc1ccc(CN2CCN(C)CC2)cc1OCc1ccccc1	1.1	1.9	1.6	16	-0.5	1004	i	13	8%	i	1.1	-0.19	0.058	0.33	-0.037	0.96	1404	1	775
O=C(CSCc1ccccc1Cl)NCCSc1ccccn1	1.1	2.5	1.7	7.5	.	.	i	41	3%	i	0.2	-0.3	-0.25	-0.39	0.92	-0.12	1332	-3	709
O=C(Cc1cccs1)Nn1c(Cc2cccs2)nc2ccccc2c1=O	1.1	4.1	3.5	6.6	-7.2	1059	i	17	-19%	i	7.1	-0.77	-0.19	-0.12	0.22	0.19	1197	.	.
c1ccc(CC2CCN(Cc3nc(-c4ccccc4)no3)CC2)cc1	1	1.8	1.7	5.1	0.0	1049	.	.	16%	i	8.1	-0.18	-0.27	-0.21	0.5	0.56	1097	-9	657
ClC(Cl)c1nnc(-c2ccccc2)c(-c2c[nH]c3ccccc23)n1	1	3.6	2.9	3.0	-0.5	531	i	48	-26%	?	.	1.9	-0.16	0.99	-0.47	0.31	1410	-23	579
COc1cc(/C=N/NC(=O)c2ccccc2Cl)ccc1Oc1ccc([N+](=O)[O-])cn1	1.1	17*	35*	27*	2.1	1069	i	57	19%	i	0.2	-0.38	-0.29	-0.2	0.27	-0.4	1300	1	742
CC1Cc2ccccc2N1CC(=O)Nc1ccc(S(N)(=O)=O)cc1 (stereo not drawn)	.	.	.	.	1.3	1356	i	32	.	i	0.9	-0.63	-0.26	-0.45	1.4	-0.2	1008	0	691
O=C(O)CC1C(=O)OCN1C(=O)OCc1ccccc1 (stereo not drawn)	1	4.1	1.7	7.2	-1.3	944	i	46	-4%	i	2.4	0.87	-0.22	0.61	-0.59	0.32	1482	.	.
Nc1nnnn1/N=C/c1ccccc1OCc1ccc(Cl)cc1Cl	1.1	7.3	3.3	6.3	-0.8	1432	i	9	-38%	i	0.6	-0.47	-0.36	-0.13	0.32	0.15	1486	.	.
Remaining list, next part.
SMILES	TNAP activation fold	MT stabilizer	MT stabilizer Hoechst-high %	MT stabilizer cytotoxicity %	bCat nuc transl	bCat nuc transl cell count 5 µM	T cell HTS	T cell HTS vesicle-bound %	human PMI inhibition	Myeloid diff MLP	Myeloid diff MLP GFP+ MAC1+ %	Dynein transport	Dynein transport cytoplasmic EGFP	Dynein transport nuclear GR-EGFP	Dynein transport cell count	Ins promoter up	Ins promoter up cell count	Hep lipid drop	Hep lipid drop cells 6.5 µM
CN(C)c1ccc(C2C=C(c3ccc(Cl)cc3OC(F)F)Nc3ncnn32)cc1 (stereo not drawn)	1.1	.	.	.	0.7	1045	i	52	22%	.	.	.	.	.	.	1.9	1746	7	679
C=CCc1c(C)nc(SCC(N)=O)[nH]c1=O	1.1	1.1	1.0	1.5	-2.6	1159	i	32	2%	i	7.7	-0.65	0.13	-0.13	0.76	0.77	782	-5	817
Cc1nnc(SCC(=O)N2CCC(C(=O)Nc3nccs3)CC2)n1Cc1ccccc1	1.1	5.3	0.8	70	5.5	595	.	.	0%	i	0.7	-0.92	-0.27	-0.61	-0.063	.	.	0	764
COCCNC(=O)CSc1nnc(CCCN2C(=O)c3cccc4cccc(c34)C2=O)n1-c1ccccc1	1.1	4.5	3.0	5.7	-1.0	1063	i	5	14%	i	0.6	-0.12	-0.25	0.36	-0.01	-0.17	1533	-2	633
O=C(c1ccco1)n1nc(-c2ccccc2)nc1SCc1ccccc1	0.6	1.4	1.0	2.3	-2.2	1174	i	55	16%	i	0.7	0.62	-0.31	0.25	0.23	0.96	947	-3	775
COc1ccc(N(C(=O)c2ccccc2C)S(=O)(=O)c2cccs2)cc1	1.1	16*	21*	49*	99*	121*	i	39	2%	?	.	0.35	-0.23	0.26	0.43	0.05	661	?	.
O=C(Nc1cccc(OC(F)(F)F)c1)c1ccc(Br)o1	1.1	2.5	1.5	1.7	-4.2	920	i	23	9%	i	0.3	-0.72	0.12	-0.25	0.62	.	.	.	.
O=C1NC(=Nc2ccccc2)CS1	.	.	.	.	-1.5	1396	i	34	.	i	1.0	-0.075	-0.2	0.35	-0.042	0.66	1006	-1	714
CN1C(=CC=C2C=C(I)C(=O)C(I)=C2)C(C)(C)c2ccccc21	.	.	.	.	12	1351	.	.	.	i	0.0	-0.37	-0.21	-0.17	0.71	-0.24	1142	-3	728
COC(=O)Cc1nnc(Nc2cccc(C)c2)c2ccccc12	.	.	.	.	-0.3	1307	i	38	.	i	0.4	-0.28	-0.17	-0.12	0.88	-0.48	1149	-12	663
CSc1nnc(-c2sc3cc(C(F)(F)F)cnc3c2-c2ccccn2)n1C	1	2.8	1.9	5.9	.	.	i	47	-14%	i	0.7	-0.46	-0.14	-0.045	0.47	-0.47	916	3	797
O=C(COC(=O)c1ccc(Br)o1)NCCCc1ccccc1	1.1	4.2	3.7	8.2	-1.1	1312	i	38	-4%	i	0.5	-0.84	-0.2	0.041	0.87	-0.24	1544	.	.
